GSTO1 counter = GSTO1 inhibition, counter-screen for RBBP9 inhibitors | actives 1.1% (n = 300,000) | P78417 | recombinant GSTO1, activity-based probe fluorescence polarization | inhibition, % at 5.96 µM;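 active = inhibition above the campaign mean inhibition plus 3 SD, cut at about 35% in these data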;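 note: 0% = GSTO1-1 with DMSO and 100% = wells lacking GSTO1-1 enzyme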
Target sequence (P78417 whole entry, looked up): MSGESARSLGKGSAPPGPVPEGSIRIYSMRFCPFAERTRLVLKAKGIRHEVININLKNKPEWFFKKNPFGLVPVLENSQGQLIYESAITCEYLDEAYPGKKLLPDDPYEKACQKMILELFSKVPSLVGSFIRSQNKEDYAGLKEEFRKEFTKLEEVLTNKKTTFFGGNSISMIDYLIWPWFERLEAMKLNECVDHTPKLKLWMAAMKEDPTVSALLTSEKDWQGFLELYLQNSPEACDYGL
LYPLA1 inh = blocks human lysophospholipase 1, a PME1 counter-screen. inhibition, % at 5.9 µM. AID 2174. actives 0.16% (n = 320,000). recombinant LYPLA1, FP-Rh probe fluorescence polarization;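 active = inhibition above the mean of all tested compounds plus 3 SD, set per campaign, cut at about 14% in these data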;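 note: inhibitors block serine hydrolase probe labeling of LYPLA1 so polarization falls; 0% = enzyme with DMSO and 100% = wells lacking LYPLA1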
pPAFAH FP inh = inhibitors of human plasma PAF acetylhydrolase (pPAFAH). recombinant pPAFAH, FP-rhodamine probe fluorescence polarization. inhibition, % at 3.39 µM. actives 1.5% (n = 330,000). AID 463082;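 active = inhibition above the mean inhibition across the screen plus 3 SD, cut at about 25% in these data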;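 note: inhibitors block binding of the rhodamine activity-based probe so polarization drops; 0% = enzyme with DMSO and 100% = wells lacking pPAFAH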
PAFAH2 FP inh = inhibitors of human PAFAH2 | recombinant PAFAH2, FP-rhodamine activity probe, fluorescence polarization | inhibition, % at 3.39 µM | Q99487 | actives 0.99% (n = 340,000) | AID 492956;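 active = inhibition above the mean over all tested compounds plus 3 SD, cut at about 30% in these data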;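 note: inhibitors block probe labeling of enzyme so polarization drops; 0% = enzyme with DMSO and 100% = wells lacking PAFAH2 protein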
PAFAH1B3 inh = blocks human PAF acetylhydrolase 1B catalytic subunit 3; Q15102; recombinant PAFAH1B3, FP-rhodamine probe, fluorescence polarization; inhibition, % at 3.39 µM; actives 0.28% (n = 340,000); AID 492972;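 active = inhibition above the screen-wide average of all tested compounds plus 3 SD, cut at about 25% in these data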;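 note: 0% = enzyme with DMSO only and 100% = wells lacking PAFAH1B3 protein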
LYPLA2 counter = blocks human lysophospholipase 2, a PME1 counter-screen; recombinant LYPLA2, FP-Rh probe fluorescence polarization; inhibition, % at 5.9 µM; actives 0.38% (n = 320,000);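 active = inhibition above the screen-wide mean plus 3 SD, limit set per campaign, cut at about 26% in these data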;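 note: 0% = LYPLA2 with DMSO and 100% = wells lacking LYPLA2 enzyme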
PAD4 inh = blocks human protein arginine deiminase 4. actives 0.41% (n = 330,000). AID 485272. recombinant PAD4, RCA probe fluorescence polarization. inhibition, % at 6.36 µM;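 active = percent inhibition above a cutoff equal to the mean of all tested compounds plus 3 SD, cut at about 15% in these data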;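 note: 0% = PAD4 with RCA probe and DMSO and 100% = probe without PAD4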
Target sequence (Q9UM07 whole entry, looked up): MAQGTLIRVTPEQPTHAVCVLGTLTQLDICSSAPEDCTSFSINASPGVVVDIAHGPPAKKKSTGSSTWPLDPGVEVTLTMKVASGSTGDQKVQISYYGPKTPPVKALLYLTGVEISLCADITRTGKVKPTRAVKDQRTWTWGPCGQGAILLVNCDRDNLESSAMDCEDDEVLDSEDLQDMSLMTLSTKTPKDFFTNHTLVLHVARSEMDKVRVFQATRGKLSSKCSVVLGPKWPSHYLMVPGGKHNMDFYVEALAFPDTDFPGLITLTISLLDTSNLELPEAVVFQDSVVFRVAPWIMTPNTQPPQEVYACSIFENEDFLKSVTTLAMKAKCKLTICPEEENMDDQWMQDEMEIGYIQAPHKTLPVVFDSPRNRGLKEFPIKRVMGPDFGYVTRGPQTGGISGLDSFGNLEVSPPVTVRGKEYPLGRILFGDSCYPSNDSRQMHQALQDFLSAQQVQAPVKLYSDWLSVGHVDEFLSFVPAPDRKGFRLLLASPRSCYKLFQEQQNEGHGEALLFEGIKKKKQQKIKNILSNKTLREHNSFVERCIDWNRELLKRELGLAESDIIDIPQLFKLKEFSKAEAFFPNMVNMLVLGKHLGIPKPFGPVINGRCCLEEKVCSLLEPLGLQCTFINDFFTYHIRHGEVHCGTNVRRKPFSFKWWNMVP
PAFAH1B2 FP inh = inhibitors of human PAFAH1B2 | P68402 | recombinant PAFAH1B2, FP-rhodamine activity probe, fluorescence polarization | inhibition, % at 3.39 µM | actives 1.2% (n = 340,000);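 active = inhibition above the mean of all tested compounds plus 3 SD, cut at about 24% in these data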;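 note: 0% = enzyme with DMSO and 100% = wells lacking PAFAH1B2; many of its hits are not listed in these tables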
PME-1 primary = blocks human protein phosphatase methylesterase 1 | actives 0.53% (n = 320,000) | inhibition, % at 5.9 µM | recombinant PME-1, FP-Rh probe fluorescence polarization;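 active = inhibition above the campaign mean of all compounds plus 3 SD, cut at about 26% in these data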;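 note: competitive labeling of PME-1 active site by serine hydrolase directed probe; 0% = PME-1 with DMSO and 100% = wells lacking PME-1 enzyme; inhibitors block probe labeling so polarization falls and inhibition rises; many of its hits are not listed in these tables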
Numbers without * were called inactive; · = no result given. The list is partial; the hit share may differ from the screen's.

SMILES | GSTO1 counter | LYPLA1 inh | pPAFAH FP inh | PAFAH2 FP inh | PAFAH1B3 inh | LYPLA2 counter | PAD4 inh | PAFAH1B2 FP inh | PME-1 primary
O=C(COc1coc(CN2CCc3ccccc32)cc1=O)NCCc1ccccc1 | 2 | 0 | 4 | 1 | 5 | 5 | 1 | 28* | 1
O=C(O)c1ccc2c(c1)C(=O)N(CCc1ccccc1)C2=O | -1 | 1 | 2 | 3 | 5 | 5 | 2 | 17 | 1
CCOc1cccc(CN2CCC(n3nccc3NC(=O)C3CCCC3)CC2)c1 | 0 | -3 | 3 | -6 | -6 | -10 | -5 | 4 | -1
Cc1cc(C(C)(C)CC(C)(C)C)ccc1OCCOCC[N+](C)(C)Cc1ccccc1 | 6 | 2 | 24 | 8 | 2 | -2 | 3 | 13 | 2
O=C(O)c1ccc(NS(=O)(=O)c2cc(Cl)ccc2Cl)cc1O | 5 | -2 | 1 | 6 | 4 | 0 | -2 | 3 | -3
C=CCNc1nc(C(=O)OCC)nc2ccccc12 | -1 | -2 | -8 | 9 | 3 | -9 | 5 | 6 | -7
O=C(NNC(=S)NC(=O)c1ccccc1)c1ccc([N+](=O)[O-])cc1 | 0 | 5 | 6 | 6 | 0 | -1 | 3 | 0 | 3
C/C(Cc1ccccc1)=N\NC(=O)CNC(=O)/C=C\c1ccccc1 | 13 | 1 | -4 | · | · | -3 | 4 | · | -10
COc1cc(SC)ccc1C(=O)OCC(=O)NCCNC(=O)COC(=O)c1ccc(SC)cc1OC | 6 | -1 | -3 | 9 | 0 | -2 | -1 | 8 | 4
N=c1c(C(=O)NCc2ccco2)cc2c(=O)n3ccccc3nc2n1Cc1ccccc1 | 8 | 3 | 20 | 3 | 5 | -2 | -4 | 1 | -3
CCn1c(=O)c2cc(C(=O)NC(C)C)sc2c2ccccc21 | 4 | -3 | -1 | -2 | 2 | 1 | 4 | -1 | 10
N#C/C(=C/c1ccc(F)cc1)c1nnc(NC(=O)c2ccccc2)s1 | -8 | 0 | -5 | -2 | 0 | -7 | 4 | 3 | 2
COc1cccc(/C=N/NC(=S)Nc2cccc(C(=O)O)c2)c1O | 10 | 5 | 2 | 29 | 11 | 5 | 2 | 1 | 2
O=C(Nc1cc([N+](=O)[O-])ccc1N1CCCC1)c1ccco1 | 7 | 1 | 6 | -2 | -2 | 6 | 7 | 2 | 5
Cc1cccc(S(=O)(=O)Nc2ccc(-n3c(C)nc4ccccc4c3=O)cc2)c1 | 3 | -4 | 12 | 5 | 11 | -6 | 0 | 4 | 9
C/C(=N\NC(=O)Cc1ccc(Cl)cc1)c1ccc(F)cc1 | 8 | -4 | 8 | -4 | 4 | 0 | -3 | 6 | 0
COc1ccc(C(C#N)N2CCOCC2)cc1 (stereo not given) | -1 | 4 | -2 | -1 | 4 | 2 | -8 | 4 | -6
O=[N+]([O-])c1ccccc1/C=C/C=N/Nc1nc(N2CCCCC2)nc(N2CCCCC2)n1 | 5 | 1 | 1 | 2 | -10 | 0 | 0 | 1 | 0
O=c1cc(-c2cccc(Br)c2)oc2cccc(O)c12 | 3 | 3 | 2 | -4 | 7 | 3 | -4 | 3 | 2
COCCNC(=O)c1ccc(CS(=O)(=O)c2ccc(C)cc2)o1 | 3 | 1 | 6 | -4 | 5 | 8 | 0 | -2 | 3
O=C(OC(C(=O)NCc1cccs1)c1ccc(F)cc1)c1ccco1 (stereo not given) | 10 | -3 | 2 | -8 | 4 | -1 | -2 | -6 | 5
O=C(COC(=O)c1ccc(Cl)nc1)NCc1ccc2c(c1)OCO2 | 3 | 0 | 3 | 6 | 1 | 0 | 3 | 0 | -7
O=C(C[n+]1cccc(CO)c1)Nc1nc2ccccc2s1 | -3 | -1 | 3 | 5 | 9 | -1 | 0 | 3 | -2
CNc1nc(C)c(C(=O)c2ccc(Cl)cc2)s1 | 6 | 4 | 9 | 7 | 4 | 0 | 1 | 5 | 1
COC(=O)CSC1=C(C#N)C(c2cccc(F)c2)CC(=O)N1 (stereo not given) | 2 | -4 | -2 | 11 | -1 | 1 | 2 | -2 | -6
CC(=O)c1ccc(C#CC(C)(C)O)s1 | 1 | 1 | 5 | 9 | 0 | -9 | -4 | -2 | -2
Cc1cc(C)n(-c2nc3sc4c(c3c(=O)[nH]2)CCCC4)n1 | 4 | -5 | -2 | · | · | -4 | 2 | · | 0
Cc1cc(-c2ccccc2)n[nH]1 | -3 | 1 | 0 | 12 | -1 | 10 | -5 | 1 | -3
CC1Cc2ccccc2N1C(=O)CN1CCc2ccccc2C1 (stereo not given) | 10 | 1 | 5 | 8 | 7 | -6 | -5 | 2 | 2
CCOC(=O)CSc1nc(C)c(C(C)=O)cc1C(N)=O | 11 | 0 | 4 | 1 | 2 | 0 | -5 | 8 | -4

Structures above shown as hits in PAFAH1B2 FP inh.
SMILES	pPAFAH FP inh	PAFAH2 FP inh	PAFAH1B3 inh	PAD4 inh	PAFAH1B2 FP inh	PME-1 primary
O=C(COc1coc(CN2CCc3ccccc32)cc1=O)NCCc1ccccc1	4	1	5	1	28*	1

Continuation.
SMILES | GSTO1 counter | LYPLA1 inh | pPAFAH FP inh | PAFAH2 FP inh | PAFAH1B3 inh | LYPLA2 counter | PAD4 inh | PAFAH1B2 FP inh | PME-1 primary
CCCCOc1ccc(/C=N/NC(=O)c2csc(C)c2C)cc1 | -2 | -3 | 7 | 1 | 1 | -8 | 0 | 0 | -15
CCc1c(C)c2ccc(OC3CCCCC3=O)cc2oc1=O (stereo not given) | -4 | 2 | 2 | 1 | 0 | 4 | -3 | 2 | -5
CCn1c(SCC(=O)Nc2cccc(NC(C)=O)c2)nnc1C(C)C | -2 | 5 | 2 | 5 | 10 | 13 | -2 | 0 | 1
CCOC(=O)N1CCN(C(=O)CCNS(=O)(=O)c2ccc3c(c2)c(=O)n(C)c(=O)n3C)CC1 | 7 | 0 | -1 | -2 | 10 | -11 | 7 | -3 | -4
O=C(CCS(=O)(=O)Cc1ccccc1)Nc1nnc(C(F)(F)F)s1 | -2 | 3 | 0 | -3 | 12 | -1 | -1 | 4 | 1
CCCCc1cc(=O)oc2cc(OC(C)C(=O)NCc3ccccn3)c(Cl)cc12 (stereo not given) | -6 | 4 | -3 | 7 | 5 | -2 | -5 | 3 | -2
CCNc1ccc(Br)cc(C(=O)/C=C/c2ccc(Cl)cc2)c1=O | 7 | 0 | 53* | 28 | 11 | 4 | -1 | 7 | 10
O=C(Nc1cccc(-c2ccc(N3CCCCC3)nn2)c1)c1ccc(Br)o1 | -13 | -9 | 6 | -7 | -8 | -20 | -8 | 3 | -6
CC(/C=C/c1ccccc1)=N\NC(=O)Cn1cncn1 | 0 | -3 | 2 | -5 | 1 | -11 | 4 | 4 | 9
COc1ccc(C2=NCCc3cc(OC)c(OC)cc32)cc1 | -1 | 1 | -1 | -2 | 4 | -1 | -8 | -2 | -2
Oc1ccc(/C=N/N2CCOCC2)c(O)c1O | 38* | 0 | 18 | 8 | 16 | -3 | 14 | 7 | 4
CCOC(=O)c1sc(N(Cc2ccccc2)C(=O)COC(=O)c2ccc(O)cc2)nc1C | -2 | -26 | -18 | -24 | -15 | -48 | 3 | -12 | -40
CCN=C1SC(C(=O)Nc2cccc(OCC)c2)CC(=O)N1CC (stereo not given) | 6 | 0 | 2 | -1 | -2 | 7 | -1 | -3 | -4
C/C(N)=C(/C#N)C(=O)COc1ncnc2ccc(Br)cc12 | -1 | 1 | -1 | -2 | 5 | 4 | 0 | 0 | 2
COc1ccc(CSc2nnc(N)s2)cc1F | 10 | -1 | 2 | 1 | 4 | 8 | 0 | 4 | -3

Individual results from the list.
LYPLA2 counter, `Oc1ccc(/C=N/N2CCOCC2)c(O)c1O` = -3
PME-1 primary, `O=C(CCS(=O)(=O)Cc1ccccc1)Nc1nnc(C(F)(F)F)s1` = 1
LYPLA1 inh, `O=C(Nc1cccc(-c2ccc(N3CCCCC3)nn2)c1)c1ccc(Br)o1` = -9

Continued.
SMILES | GSTO1 counter | LYPLA1 inh | pPAFAH FP inh | PAFAH2 FP inh | PAFAH1B3 inh | LYPLA2 counter | PAD4 inh | PAFAH1B2 FP inh | PME-1 primary
CCOc1ccc(/C=C(\C(=O)O)c2ccc(S(=O)(=O)N3CCCCC3)s2)cc1OC | · | · | 5 | 9 | 6 | · | -4 | 10 | ·
COc1ccc(C(=O)OCC(=O)N(C)C2CCS(=O)(=O)C2)cc1S(=O)(=O)N(C)Cc1ccccc1 (stereo not given) | -11 | 2 | 3 | 3 | -4 | 6 | 0 | 4 | 1
CSc1ccc(Cl)c(C(=O)Nc2ccc(OCC(N)=O)cc2)c1 | 1 | -1 | 2 | 9 | 7 | 6 | 0 | 2 | -2
CCCN1CCN(CCCNC(=O)C2CCN(c3nnc(-n4cccc4)s3)CC2)CC1 | 6 | 2 | 0 | 6 | 3 | -3 | -1 | -1 | -2
CCCOn1nnnc1-c1ccccc1 | 9 | 4 | 7 | 2 | 6 | 8 | 3 | 2 | -10
O=C1CNC(=O)/C1=C/c1ccccc1 | -2 | -1 | 3 | 0 | 4 | 4 | -5 | 0 | -9
COCCCNC(=O)c1ccc(C2SCC(=O)N2Cc2ccco2)cc1 (stereo not given) | -5 | -3 | -7 | -7 | 7 | -2 | -6 | -1 | 7
COc1cc(CNC(C)c2ccccc2)cc(Cl)c1OCC(=O)Nc1ccccc1 (stereo not given) | -5 | 0 | 3 | -1 | 6 | 14 | -1 | 6 | -1
CCOC(=O)c1cc2c(C)n(-c3ccc(N(C)C)cc3)c(C)c2cc(C(=O)OCC)c1=O | 0 | 2 | 2 | -7 | 10 | 8 | -4 | 4 | -9
CCOCCCNC(=O)c1ccc(CS(=O)(=O)Cc2cccc(C)c2)o1 | 7 | -2 | 0 | -3 | 4 | -1 | 3 | -2 | 1
Cc1ccc(NC(=O)CSc2nnc(-c3ccccn3)n2C)cc1 | 9 | -3 | 1 | -7 | -2 | -1 | 0 | 2 | -6
COC(=O)c1c(-c2ccccc2)csc1NC(=O)C1CC=CCC1C(=O)O (stereo not given) | 2 | -1 | -2 | -5 | 2 | -5 | -1 | 4 | -1
OCC1(CCOc2ccccc2)CCN(Cc2cn[nH]c2-c2ccccc2)CC1 | -5 | 2 | 7 | -3 | 0 | 1 | -4 | 0 | 7
CCNc1ccc(S(=O)(=O)N2CCCCC2)cn1 | · | 0 | -2 | 4 | 6 | 2 | -1 | 8 | 3
O=C(NCCCOc1cccc(CN2CCCCC2)c1)c1ccc(Cl)c(Cl)c1 | 0 | 4 | 0 | -1 | 2 | 1 | -2 | -3 | 5
CCOc1ccc(-c2cc(C(=O)OC)[nH]n2)cc1 | 30 | 1 | 1 | -5 | 2 | 4 | 0 | -1 | -4
Cc1csc(NC(=O)CSc2nsc(SCC(=O)Nc3nc(C)cs3)c2C#N)n1 | -40 | -11 | 6 | -12 | -3 | -10 | -14 | -1 | 7
CN(c1ccccc1)c1ccc(/C=C/[N+](=O)[O-])cc1 | 9 | -4 | 20 | 12 | 11 | 12 | 0 | -3 | 4
Cc1oc(-c2cccc(Cl)c2)nc1CS(=O)(=O)CC(=O)NC1CCCC1 | -6 | -3 | 13 | -5 | 8 | -5 | 1 | 5 | 0
CC12CCC(C(=O)Nc3ncc([N+](=O)[O-])s3)(OC1=O)C2(C)C (stereo not given) | -3 | 0 | -1 | 0 | 11 | 0 | -2 | 4 | -8
CCc1nnc(NC(=O)c2ccc(COc3ccc(C)cc3)o2)s1 | -5 | 1 | 0 | -3 | 10 | -7 | -3 | 15 | 0
CCOC(=O)C1=C(C)N(C)C(=S)N(C)C1c1ccc(OC)cc1 (stereo not given) | -1 | 1 | -5 | -4 | 5 | -2 | -11 | 4 | -1
